TNAP activation fold: human TNAP enzyme activators, primary screen, biochemical, luminescent, no phosphate acceptor, uHTS (AID 1001); activation fold at 20 µM; hits with a dose series show EC50 in µM; purified TNAP, luminescent activation assay, no phosphate acceptor; higher activation fold means a stronger effect; actives 0.03% (n = 200,000); in the data active = activation fold from about 3, or a potency from the dose series; inactive = the rest, 99 in 100 with activation fold below about 1.6; note: many of its hits are not listed in these tables
PMI inhibitors: inhibitors of human PMI, primary screen, biochemical, fluorescence intensity, coupled assay (AID 1209). actives 0.42% (n = 190,000). Mannose-6-phosphate isomerase (Homo sapiens). purified PMI enzyme, coupled fluorescence intensity; higher % means a stronger effect. inhibition, % at 20 µM; hits with a dose series show IC50 in µM; in the data active = inhibition above about 50%;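 note: plate controls were DMSO vehicle for no effect and wells lacking substrate for full effect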
MT stabilizer: microtubule stabilizers in HeLa cells, primary screen, imaging, high-content imaging; % tubulin-high responders, % at 10 µM; HeLa tubulin immunostaining HCS, 24 h; share of cells brighter than vehicle mean+2SD; actives 0.83% (n = 200,000);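 active = plate Z-score above 3 for both tubulin-high and condensed-nucleus cell shares, with cell loss under 80%, at 10 µM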;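 note: anti alpha tubulin signal scored within the nucleus-defined area of each cell; some results filed as inactive read as strong as hits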
T cell modulator: modulators of CD8 T cell-vesicle binding, primary screen, mouse 2C CD8+ T cells, flow cytometry | actives 0.068% (n = 330,000) | AID 2052, 2009 | calls only at 7 µM | 2C CD8+ T cell-vesicle binding; active compounds read low;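 active = response, share of CD8 T cells binding vesicles, and their 90th percentile fluorescence all below set limits, cut at about 80% in these data, passing the limit was not always enough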
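Material: murine 2C transgenic CD8+ T lymphocytes / Also added: QL9-peptide-loaded Drosophila micro-vesicles bearing Ld, ICAM-1 and B7-1 / Schedule: binding step 1.5 h, 37 °C, antibody labelling 20 min, ice / Signal: flow cytometry, PE anti-B7-1 (FL2) versus Alexa647 anti-CD8 (FL8), PFA-fixed / Evaluation: percent CD8+ FL2 mean versus row control / Benchmarks: naked versus QL9-loaded vesicles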
Lipid droplet: inhibitors of hepatocyte lipid droplet formation, primary screen, imaging, high-throughput imaging, BODIPY stain; AID 1656, 2009; inhibition, % at 6.5 µM; AML12 mouse hepatocytes, oleate lipid droplets; actives 0.4% (n = 240,000);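 active = lipid droplet intensity inhibited by at least 50%, with more than 500 cells counted; inconclusive = wells with under 300 cells, treated as cytotoxic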
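Test system: AML12 hepatocytes (mouse); reagent: oleate loading, 100 µM; dosing: one dose, 6.5 µM compound; incubation: overnight exposure; signal: fluorescence imaging, 20x objective, two fields per well; read-out basis: % inhibition of corrected integrated BODIPY droplet signal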
Ins promoter up: insulin promoter activators in MIN6 cells, imaging, high-content screening, mouse beta cells. MIN6 insulin promoter-GFP reporter; active compounds read high. AID 1625, 2009. z-score at 5 µM. actives 0.3% (n = 190,000);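 active = z-score above 3 at 5 µM with at least 500 cells counted in the well; inconclusive = wells under 500 cells, flagged as cytotoxic or low count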
b-catenin transl: modulators of beta-catenin nuclear translocation, primary screen, imaging, HeLa cells, immunofluorescence, high-content; nuclear translocation activity, % at 5 µM; actives 0.3% (n = 190,000); AID 1665, 2009;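 active = nuclear translocation activity above 50% at 5 µM, with a well cell count of 50 or more; inconclusive = wells under 50 cells across six images, flagged as toxic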;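 note: per-cell ratio of nuclear to cytoplasmic median beta-catenin stain intensity; plate controls were DMSO negative control for no effect and GSK-3 inhibitor IX positive control for full effect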
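Test system: human HeLa cells, native beta-catenin. Compound dosing: 5 µM primary single dose, 0.1% DMSO, 0.02–20 µM confirmation series. Incubation: compound exposure 24 h at 37°C. Detection: beta-catenin immunostaining with DAPI counterstain, 20x imaging, 6 fields/well. Read-out basis: Nuclear/cytoplasmic beta-catenin signal ratio, % activation.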
Dynein cargo inh: inhibitors of GR-EGFP nuclear translocation, primary screen, dynein cargo transport inhibitor project, imaging, high-content, 3617.4 mouse cells; test concentration mostly 20 µM; stimulated with dexamethasone, 1 µM; active compounds read low; actives 0.47% (n = 220,000); z-score, hits read low;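 active = plate z-score of nuclear minus cytoplasmic receptor signal below a set negative limit, without overly bright fluorescence or cell loss, cut at about -3.5 in these data, passing the limit was not always enough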;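 note: z-score of nuclear minus cytoplasmic ring GR-EGFP intensity difference per well; some compounds called inactive have numbers as strong as hits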
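Buffer or medium – tet-free medium with charcoal-stripped serum · Signal – automated 10x imaging of fixed Hoechst-stained cells · Also added – dexamethasone agonist, 1.0 µM final, for 30 min · Incubation – induction 48 h, compound 1 h, agonist 30 min · Read-out – GR-EGFP nuclear translocation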
Myeloid diff 2: induction of myeloid progenitor differentiation, primary screen, cell-based, flow cytometry, MLPCN library; actives 1% (n = 360,000); AID 624256, 2012; calls only at 10 µM; ER-HoxA9 myeloid progenitors, lysozyme-GFP differentiation;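 active = normalized GFP-positive differentiation at or above the plate's own cutoff, the solvent-only control mean plus 3 SD; inconclusive = no clear call, values can overlap the other calls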;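 note: cells exposed to compound for four days before flow analysis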
Dynein cargo inh cytoplasmic EGFP: further read-out of Dynein cargo inh, marked with its call; z-score; measured here: cytoplasmic GR-EGFP intensity; active compounds read high
Dynein cargo inh nuclear GR-EGFP: recorded beside Dynein cargo inh, whose call it bears; z-score; measured here: nuclear GR-EGFP intensity;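 lower value marks the stronger effect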
Dynein cargo inh cell count: also measured in Dynein cargo inh; calls as there; z-score; measured here: cell count per field
Ins promoter up cell count: second read-out of Ins promoter up, no call of its own (marks repeat the call); cell count; measured here: cytotoxicity, nuclei count;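 total cells summed across four imaged fields per well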
Lipid droplet cells 6.5 µM: recorded beside Lipid droplet, whose call it bears; cell count; measured here: cell count, cytotoxicity flag;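 cells counted across two imaged fields per well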
b-catenin transl cell count 5 µM: recorded beside b-catenin transl, whose call it bears; cell count; measured here: cell count, cytotoxicity flag
T cell modulator vesicle-bound %: also measured in T cell modulator; calls as there; double positive events, %; measured here: CD8+ vesicle-bound cell fraction;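 binding gate set so that unloaded-vesicle control wells show 10% double positive cells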
MT stabilizer Hoechst-high %: also measured in MT stabilizer; calls as there; % Hoechst-high responders; measured here: nuclear condensation Hoechst responders;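 share of cells brighter than vehicle mean plus two SD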
MT stabilizer cytotoxicity %: further read-out of MT stabilizer, marked with its call; toxicity, %; measured here: cytotoxicity by cell density;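 0% = mean cell density of plate MIN control wells and 100% = no cells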
Myeloid diff 2 GFP+ MAC1+ %: second read-out of Myeloid diff 2, no call of its own (marks repeat the call); GFP+ MAC1+ double positive, %; measured here: differentiation confirmed by MAC1 staining
* hit, by the source's call; i = inactive; ? = inconclusive; . = not tested or not shown.

SMILES	TNAP activation fold	PMI inhibitors	MT stabilizer	MT stabilizer Hoechst-high %	MT stabilizer cytotoxicity %	T cell modulator	T cell modulator vesicle-bound %	Lipid droplet	Lipid droplet cells 6.5 µM	Ins promoter up	Ins promoter up cell count	b-catenin transl	b-catenin transl cell count 5 µM	Dynein cargo inh	Dynein cargo inh cytoplasmic EGFP	Dynein cargo inh nuclear GR-EGFP	Dynein cargo inh cell count	Myeloid diff 2	Myeloid diff 2 GFP+ MAC1+ %
Brc1ccc2cccnc2c1	1.1	-3%	2.2	1.4	10	i	47	.	.	.	.	.	.	-0.8	-0.24	-0.93	0.89	i	1.3
CCCCC(=O)Nc1cccc(-c2cn3ccccc3n2)c1	1	16%	0.7	1.4	10	i	26	.	.	0.23	1358	1.4	1486	-0.6	-0.039	-0.33	0.5	i	1.8
O=C(CSCCc1ccccn1)Nc1cccnc1Cl	1.1	5%	1.5	1.5	17	i	22	-1	750	-0.43	994	3.6	1197	0.73	0.46	0.53	-1.8	i	9.2
CC(C)NCC(O)Cn1c2c(c3ccccc31)CCc1c-2cnn1-c1ccccc1 (stereo not drawn)	1	15%	50	5.7	39	i	20	.	.	?	.	-3.0	984	0.82	-0.32	0.73	-0.069	i	1.7
COc1ccc(C(=O)NCc2ccccc2OC)c(OC)c1	1.2	4%	5.3	2.4	4.1	i	27	.	.	-0.19	1495	-4.4	796	-0.53	-0.28	-6.4e-05	0.32	i	0.7
O=C(NCc1cccnc1)c1nc(-c2cccs2)no1	1.1	-4%	3.5	2.6	6.6	i	60	2	688	-0.26	1470	0.5	1448	-0.29	-0.34	0.19	-0.019	i	0.8
COc1ccccc1-n1cnnc1SCC(=O)c1cc(C)n(Cc2cccs2)c1C	1.1	6%	3.9	1.7	15	i	10	.	.	.	.	-3.2	907	0.47	1	0.32	0.83	i	1.4
Cc1ccc(NC(=O)CCn2c(=S)oc3ccccc32)cc1	1	1%	3.3	2.8	0.7	i	60	-6	707	0.14	1095	.	.	0.38	-0.23	0.098	-0.49	i	0.1
O=C(NO)c1ccccc1C(F)(F)F	1	15%	2.0	2.2	7.7	i	56	6	702	0.26	1173	-3.0	1035	1.4	-0.16	0.67	-0.89	i	0.2
CC(C)N1CCN(Cc2cc(F)ccc2-n2cccn2)CC1CCO (stereo not drawn)	1.1	3%	1.2	1.2	3.1	i	48	10	720	-1	1553	-0.2	1002	0.039	-0.26	0.25	0.17	i	0.5
CC(=O)Nc1ccc(NC(=O)CC2Nc3cccc4cccc(c34)NC2=O)cc1 (stereo not drawn)	1	-3%	2.5	1.4	7.4	i	15	.	.	-0.21	1432	-1.0	1382	-0.36	0.73	0.71	-0.19	i	1.0
OC1CCN(Cc2cccc3ccccc23)CC1	.	.	.	.	.	i	30	-15	668	0.39	1175	0.2	1289	-0.16	-0.24	-0.15	1.2	i	0.8
C=CCNS(=O)(=O)c1ccc(OCC(=O)OCC)cc1	1.1	13%	1.9	1.6	8.2	i	48	-6	623	0.14	1860	-0.3	1065	-1.2	-0.25	-0.53	1.1	i	4.9
CCn1c(SCc2ccccc2Cl)nc2ccccc21	1.1	4%	2.8	1.8	2.6	i	48	.	.	-0.08	1495	-0.5	1347	-0.71	-0.23	-0.99	0.37	i	0.6
CC(C)Cn1cnc2c(c(-c3ccccc3)c(-c3ccccc3)n2Cc2ccco2)c1=N	1.2	1%	1.7	0.5	0.6	i	44	19	767	-3.6	731	.	.	-1.2	1.4	-0.32	-3.9	i	4.0
Cc1nnsc1Sc1cccc(C(F)(F)F)c1	1.1	14%	2.6	1.8	6.7	i	36	3	706	1.1	2065	-2.2	1102	-0.032	-0.21	-0.32	-0.011	i	1.2
COc1ccccc1N(C(C)=O)c1nc(C)cc(C)c1C#N	1	0%	4.8	3.0	3.7	i	40	-18	760	0.43	1176	-1.8	1253	0.022	-0.24	-0.032	1.1	i	1.7
C#CCNc1ccc([N+](=O)[O-])cc1	1.1	2%	2.5	2.9	7.0	i	64	-15	719	0.94	1066	0.0	1171	-0.58	-0.36	-0.53	1.4	i	0.0
CCOC(=O)C(=O)Nc1sc(C(=O)N(CC)CC)c(C)c1C#N	1.1	-7%	2.2	2.6	5.7	i	12	-8	690	-0.2	1376	3.0	1060	-0.37	-0.27	0.25	1.2	i	0.6
O=C(CN1CCN(c2ncccn2)CC1)N1CCc2ccccc21	1.1	11%	4.2	2.2	8.9	i	45	0	502	0.66	1522	-1.0	1127	-0.8	-0.26	-0.44	0.54	i	0.7
Cn1c(-c2ccc[nH]c2=O)nc2cc(Cl)ccc21	1	3%	3.6	1.7	0.6	i	45	.	.	.	.	.	.	0.072	-0.18	-0.11	-1.4	i	1.5
CCN(Cc1cc2cc(C)ccc2[nH]c1=O)S(=O)(=O)c1ccccc1	1.1	6%	2.9	2.3	12	i	32	.	.	0.02	1153	-1.4	1151	-0.17	-0.18	0.091	0.49	i	0.4
CC(C)C(=O)Nc1ccc2oc(-c3cc(F)c(F)cc3Cl)nc2c1	1.1	-14%	3.9	2.0	2.8	i	51	4	739	.	.	-1.3	1192	-0.79	-0.25	-0.36	0.29	i	0.4
Cc1noc(C)c1C(=O)Nc1nc(C23CC4CC(CC(C4)C2)C3)cs1	1	11%	2.6	1.5	8.5	.	.	-1	743	2.1	1254	0.6	987	-1.1	-0.25	-0.57	0.78	i	0.3
CC[n+]1c(C)sc2c(C)cc(C)cc21	0.8	11µM*	2.0	1.3	4.8	i	47	-16	648	0.44	1718	-0.7	1039	-0.54	-0.19	-0.4	-0.76	i	0.3

(more compounds)
SMILES	TNAP activation fold	PMI inhibitors	MT stabilizer	MT stabilizer Hoechst-high %	MT stabilizer cytotoxicity %	T cell modulator	T cell modulator vesicle-bound %	Lipid droplet	Lipid droplet cells 6.5 µM	Ins promoter up	Ins promoter up cell count	b-catenin transl	b-catenin transl cell count 5 µM	Dynein cargo inh	Dynein cargo inh cytoplasmic EGFP	Dynein cargo inh nuclear GR-EGFP	Dynein cargo inh cell count	Myeloid diff 2	Myeloid diff 2 GFP+ MAC1+ %
S=C1c2ccccc2CN1c1ccccc1	1.1	4%	4.1	4.1	7.2	i	45	16	744	0.24	1100	.	.	-0.076	-0.14	-0.23	-0.73	i	1.1
C=CCc1ccc(OCCOc2cccc(/C=N/n3cnnc3)c2)c(OC)c1	.	.	1.1	1.8	7.8	i	25	.	.	.	.	.	.	0.74	0.079	1.3	-0.74	i	0.5
O=C(COc1cccc2ccccc12)NNC(=O)c1cnccn1	2.8	29%	5.1	3.1	0.3	i	18	6	678	0.85	1312	-2.4	666	-1	-0.33	-0.91	1.2	i	0.1
O=C1C(=O)N(CNc2ccccn2)c2ccccc21	1	15%	1.9	1.1	7.9	i	33	.	.	0.35	1649	-1.9	1372	0.028	-0.19	-0.21	0.41	?	.
NS(=O)(=O)c1ccc(CNC(=O)/C=C/c2ccccc2[N+](=O)[O-])cc1	0.4	-4%	2.6	2.6	6.2	i	3	0	702	0.34	1351	0.1	1163	-0.14	-0.35	-0.029	0.66	i	0.1
Cc1ccc2[nH]cc(CCNC(=O)c3cccnc3)c2c1	1.1	-9%	3.4	2.4	5.1	i	16	1	767	.	.	-2.1	1210	-0.61	-0.24	-0.33	-0.041	i	2.0
CCn1c(SCC(=O)NCC2CCCO2)nc2c(c1=O)SC(C)C2 (stereo not drawn)	0.9	-2%	2.8	1.8	3.6	i	34	13	683	-0.13	1509	-1.5	1138	1.5	-0.16	0.92	-0.048	i	2.5
CC1(C(=O)NC2CCCCCC2)CCC(=O)N1Cc1ccc2c(c1)OCO2 (stereo not drawn)	1.1	3%	5.0	2.7	9.0	i	30	.	.	-0.58	1295	-1.5	817	2.1	-0.099	1.2	-1.7	i	1.0
CC(Sc1nncn1C)C(=O)Nc1nnc(-c2ccccc2)s1 (stereo not drawn)	1	8%	2.2	3.9	8.7	i	28	-2	701	0.68	2282	-3.7	1181	-1.4	0.057	-0.57	0.7	i	2.0

Assay outcomes: PubChem BioAssay, several laboratories
